MazEF act: MazEF (E. coli) toxin RNase activation. P0AE70. FAM/BHQ RNA-DNA oligo cleavage fluorescence, 5 h. activation, % at 20 µM. 350,000 tested, 0.32% active; in the data active = activation above about 50%
Target sequence (P0AE70 whole entry, looked up): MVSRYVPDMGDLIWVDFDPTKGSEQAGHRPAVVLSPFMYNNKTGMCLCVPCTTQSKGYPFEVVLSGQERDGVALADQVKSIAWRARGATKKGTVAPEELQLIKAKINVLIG
BioA inh: inhibitors of Mycobacterium tuberculosis BioA enzyme; 360,000 tested, 0.096% active; inhibition, % at 9.99 µM; purified M. tuberculosis BioA enzyme, plate reader; AID 602481; in the data active = inhibition above about 40%; inconclusive = no clear call, values can overlap the other calls
UGM FP inh: inhibitors of M. tuberculosis UDP-galactopyranose mutase; purified UGM, fluorescence polarization probe displacement; inhibition, % at 10 µM; P9WIQ1; 320,000 tested, 0.06% active; in the data active = inhibition above about 10%, passing the limit was not always enough; inconclusive = no clear call, values can overlap the other calls
Target sequence (P9WIQ1 whole entry, looked up): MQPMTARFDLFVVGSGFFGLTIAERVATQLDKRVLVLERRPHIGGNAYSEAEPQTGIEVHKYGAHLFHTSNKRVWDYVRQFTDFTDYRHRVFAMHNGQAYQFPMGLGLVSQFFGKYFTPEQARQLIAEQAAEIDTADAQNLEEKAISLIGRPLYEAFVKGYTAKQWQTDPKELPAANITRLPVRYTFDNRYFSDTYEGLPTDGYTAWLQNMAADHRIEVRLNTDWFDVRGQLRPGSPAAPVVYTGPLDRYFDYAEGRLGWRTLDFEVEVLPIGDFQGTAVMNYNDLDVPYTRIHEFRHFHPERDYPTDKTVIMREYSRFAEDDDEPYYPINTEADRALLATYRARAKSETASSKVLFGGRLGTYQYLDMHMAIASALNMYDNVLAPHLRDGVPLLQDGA
GDH-TPI counter: inhibits GDH-TPI coupling enzymes, artifact for Mtb FBA screen | GDH-TPI coupled enzyme counterscreen, NADH absorbance | inhibition, % at 4.8 µM | 360,000 tested, 1.2% active | AID 588335; in the data active = inhibition above about 30%;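 also: 0% = DMSO wells and 100% = wells lacking the enzyme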
FadD28 FP inh: M. tuberculosis FadD28 bisubstrate binding inhibition. 360,000 tested, 0.22% active. AID 588549. inhibition, % at 12.5 µM. FadD28 bisubstrate probe binding, fluorescence polarization; in the data active = inhibition above about 8.5%, passing the limit was not always enough; inconclusive = no clear call, values can overlap the other calls
Rv3671c inh: Rv3671c (M. tuberculosis) protease inhibition; P9WHR9; inhibition, % at 5.96 µM; 320,000 tested, 0.048% active; in the data active = inhibition above about 38%;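 also: extracellular domain of Rv3671c used as enzyme; 0% = enzyme with DMSO and 100% = no enzyme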
Target sequence (P9WHR9 whole entry, looked up, the tested form may be a part): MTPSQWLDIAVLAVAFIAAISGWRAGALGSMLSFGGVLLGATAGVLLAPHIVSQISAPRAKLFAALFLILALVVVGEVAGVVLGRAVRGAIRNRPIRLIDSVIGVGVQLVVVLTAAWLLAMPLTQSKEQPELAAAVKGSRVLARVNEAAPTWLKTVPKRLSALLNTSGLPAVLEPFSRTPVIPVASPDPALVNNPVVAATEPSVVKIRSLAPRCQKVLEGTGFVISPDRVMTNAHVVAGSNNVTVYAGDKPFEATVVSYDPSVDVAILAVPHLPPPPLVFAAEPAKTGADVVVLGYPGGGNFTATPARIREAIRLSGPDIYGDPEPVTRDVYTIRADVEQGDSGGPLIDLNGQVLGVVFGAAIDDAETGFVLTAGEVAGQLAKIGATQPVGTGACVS
PrPC surface inh: inhibitors of human cell surface prion protein PrPC; P04156; TR-FRET read-out; inhibition, % at 13.8 µM; 370,000 tested, 0.43% active; in the data active = inhibition above about 24%; also: 0% = median of the test wells and 100% = reference compound wells
FBA Mtb inh: inhibits M. tuberculosis FBA enzyme; inhibition, % at 1 µM; AID 588726; 360,000 tested, 2.3% active; purified M. tuberculosis FBA, fluorescence read-out; P9WQA3; in the data active = inhibition above about 27%;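 also: 0% = vehicle and 100% = reference inhibitor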
BoNT F protease: BoNT F light chain protease inhibition. Multiplex microsphere protease cleavage assay, flow cytometry. 360,000 tested, 0.22% active. AID 588497. inhibition, % at 10 µM; in the data active = inhibition above about 35%, passing the limit was not always enough; inconclusive = no clear call, values can overlap the other calls; also: plate controls were buffer without enzyme for full effect and enzyme alone for no effect
The depositor's hits bear a star; ? = inconclusive; · = no result given.

Screens by letter – A = MazEF act; B = BioA inh; C = UGM FP inh; D = GDH-TPI counter; E = FadD28 FP inh; F = Rv3671c inh; G = PrPC surface inh; H = FBA Mtb inh; I = BoNT F protease
molecule: CCCOC(=O)C1[C@H]2C(=O)N(Cc3ccco3)C[C@]23C=C[C@H]1O3 (stereo partly specified)
  A: 1; B: -1.0; C: -3.0; D: 6; E: 0.4; F: -3; G: -1; H: 1; I: 0

molecule: CCOC(=O)c1cc(N2CCCCC2)nc2ccccc12
  A: -7; B: 0.4; C: ·; D: 6; E: -2.0; F: ·; G: -3; H: 3; I: 3

molecule: Cc1cccc2nc(CSc3ncccc3C(=O)O)cn12
  A: 3; B: ·; C: 0.3; D: 0; E: -1.5; F: 4; G: 6; H: 0; I: -4

molecule: CCN(CC)S(=O)(=O)c1ccc(OCC(=O)NC2CCS(=O)(=O)C2)c([N+](=O)[O-])c1 (stereo unspecified)
  A: 4; B: ·; C: 0.7; D: -4; E: -3.6; F: 5; G: -12; H: -1; I: 0

molecule: Cc1ccc(S(=O)(=O)NCCCn2ccnc2)cc1
  A: -4; B: ·; C: 1.7; D: 1; E: -1.9; F: -10; G: -3; H: 1; I: -6

molecule: CC(CO)NCC12CC3CC(CC(C3)C1)C2 (stereo unspecified)
  A: 7; B: ·; C: 1.0; D: 6; E: -3.5; F: -2; G: 1; H: -1; I: 5

molecule: S=C(NCCc1c[nH]c2ccccc12)NC1CC1
  A: 0; B: -1.4; C: -2.2; D: 3; E: 0.0; F: -4; G: -6; H: 2; I: -1

molecule: O=C(Nc1nnc(S(=O)(=O)N2CCCCC2)s1)c1cccc(Br)c1
  A: 4; B: 1.0; C: 1.6; D: 10; E: -4.0; F: 0; G: ·; H: 0; I: 2

molecule: COc1cc(NC(=O)c2cc3c(=O)n(C)c4ccccc4c3n2C)cc(OC)c1OC
  A: -19; B: -1.4; C: 2.0; D: 21; E: -0.6; F: -4; G: -2; H: 1; I: -3

molecule: CCS(=O)(=O)N1CCC(C(=O)NCCC2=CCCCC2)CC1
  A: 1; B: -0.2; C: -1.7; D: -13; E: -2.3; F: 2; G: 2; H: -2; I: -7

molecule: C/C(=N\NC(=O)OC(C)(C)C)c1cccc([N+](=O)[O-])c1
  A: 1; B: ·; C: -3.2; D: -3; E: -5.4; F: 6; G: 1; H: -1; I: -5

molecule: COc1ccc(C(C)=O)cc1COc1nc(C)nc2ccccc12
  A: -7; B: ·; C: 2.5; D: -4; E: 1.2; F: -6; G: 0; H: 1; I: -5

molecule: CCN(CC(=O)Nc1ccc(NC(C)=O)cc1)C(=O)c1c(C)nn(Cc2ccc(C)cc2)c1Cl
  A: 3; B: 0.9; C: ·; D: 8; E: 1.2; F: ·; G: -10; H: 1; I: -8

molecule: CCOc1ccc2nc(CN3CCN(Cc4ccsc4)C(CCO)C3)ccc2c1 (stereo unspecified)
  A: 1; B: -0.1; C: -1.3; D: 17; E: -3.0; F: 1; G: -1; H: 6; I: -6

molecule: COC(=O)c1cnc(Oc2ccc(NC(=O)NC(=O)c3ccccc3Cl)cc2)cc1C(F)(F)F
  A: -1; B: ·; C: -2.6; D: -2; E: -0.7; F: -6; G: 2; H: 1; I: 12

molecule: Cc1cccc(OCCn2ccnc2)c1C
  A: -3; B: -0.2; C: -1.3; D: 9; E: ?; F: ·; G: -3; H: -2; I: ?

molecule: Cc1cccc(NC(=S)NC(=O)CCc2ccccc2)c1C
  A: -12; B: -0.5; C: -0.9; D: -10; E: -7.1; F: -4; G: 0; H: -3; I: -3

molecule: CC1(C(=O)NS(=O)(=O)c2cccc(C#N)c2)CCN1C(=O)CC1CC1 (stereo unspecified)
  A: ·; B: 0.5; C: ·; D: 2; E: 0.8; F: ·; G: -5; H: 1; I: -7

molecule: COc1ccc(Br)cc1/C=N/NC(=O)c1cccnc1
  A: -17; B: 21; C: -1.4; D: 17; E: -4.9; F: -7; G: 2; H: 3; I: ?

molecule: Cc1ccc(C(OCC(O)CN2CCCCC2)c2ccccc2)cc1 (stereo unspecified)
  A: 9; B: -0.3; C: -1.3; D: -3; E: -5.4; F: 7; G: 4; H: -1; I: -11

For convenience, 9 of the compounds above.
Screens by letter – A = MazEF act; B = BioA inh; C = UGM FP inh; D = GDH-TPI counter; E = FadD28 FP inh; F = Rv3671c inh; G = PrPC surface inh; H = FBA Mtb inh; I = BoNT F protease
molecule: COc1ccc(C(C)=O)cc1COc1nc(C)nc2ccccc12
  A: -7; B: ·; C: 2.5; D: -4; E: 1.2; F: -6; G: 0; H: 1; I: -5

molecule: CCN(CC(=O)Nc1ccc(NC(C)=O)cc1)C(=O)c1c(C)nn(Cc2ccc(C)cc2)c1Cl
  A: 3; B: 0.9; C: ·; D: 8; E: 1.2; F: ·; G: -10; H: 1; I: -8

molecule: CCOc1ccc2nc(CN3CCN(Cc4ccsc4)C(CCO)C3)ccc2c1 (stereo unspecified)
  A: 1; B: -0.1; C: -1.3; D: 17; E: -3.0; F: 1; G: -1; H: 6; I: -6

molecule: COC(=O)c1cnc(Oc2ccc(NC(=O)NC(=O)c3ccccc3Cl)cc2)cc1C(F)(F)F
  A: -1; B: ·; C: -2.6; D: -2; E: -0.7; F: -6; G: 2; H: 1; I: 12

molecule: Cc1cccc(OCCn2ccnc2)c1C
  A: -3; B: -0.2; C: -1.3; D: 9; E: ?; F: ·; G: -3; H: -2; I: ?

molecule: Cc1cccc(NC(=S)NC(=O)CCc2ccccc2)c1C
  A: -12; B: -0.5; C: -0.9; D: -10; E: -7.1; F: -4; G: 0; H: -3; I: -3

molecule: CC1(C(=O)NS(=O)(=O)c2cccc(C#N)c2)CCN1C(=O)CC1CC1 (stereo unspecified)
  A: ·; B: 0.5; C: ·; D: 2; E: 0.8; F: ·; G: -5; H: 1; I: -7

molecule: COc1ccc(Br)cc1/C=N/NC(=O)c1cccnc1
  A: -17; B: 21; C: -1.4; D: 17; E: -4.9; F: -7; G: 2; H: 3; I: ?

molecule: Cc1ccc(C(OCC(O)CN2CCCCC2)c2ccccc2)cc1 (stereo unspecified)
  A: 9; B: -0.3; C: -1.3; D: -3; E: -5.4; F: 7; G: 4; H: -1; I: -11

The results go on.
Screens by letter – A = MazEF act; B = BioA inh; C = UGM FP inh; D = GDH-TPI counter; E = FadD28 FP inh; F = Rv3671c inh; G = PrPC surface inh; H = FBA Mtb inh; I = BoNT F protease
molecule: CC(=O)c1c(O)c(C)c(O)c2c1OC1=Cc3c(c(C)nn3C)C(=O)C12C (stereo unspecified)
  A: 11; B: -1.5; C: ·; D: 12; E: -2.3; F: ·; G: 5; H: -1; I: 0

molecule: OCC[C@@H]1C[C@H](O)[C@@H](O)[C@@]2(Cc3ccccc3O2)O1
  A: 8; B: -3.0; C: -2.3; D: -2; E: -1.8; F: -4; G: -2; H: 4; I: 0

molecule: COC(=O)CCC(=O)N1CCCC(C(=O)c2cc(F)ccc2F)C1 (stereo unspecified)
  A: 10; B: -1.6; C: -0.7; D: 2; E: 1.4; F: -7; G: 7; H: -2; I: ?

molecule: CN(CCC1CCCCO1)C(=O)c1cc(COc2ccc(F)cc2F)on1 (stereo unspecified)
  A: 3; B: 0.1; C: -0.2; D: 4; E: -1.6; F: 0; G: 1; H: 1; I: -12

molecule: Cc1c(C(=O)Nc2ccc(Cl)cn2)oc2ccccc12
  A: -11; B: 0.2; C: 4.9; D: -4; E: -0.9; F: 3; G: 4; H: -7; I: -30

molecule: Cc1ccc(S(=O)(=O)N2CCN(C(=O)CSc3ccccn3)CC2)c(C)c1
  A: -16; B: 1.5; C: 0.2; D: 3; E: -0.5; F: 4; G: -7; H: 0; I: 2

molecule: COc1ccc(C(C(=O)NC2CCCC2)N(C(=O)c2csnn2)C2CC2)cc1 (stereo unspecified)
  A: 10; B: 4.6; C: -0.1; D: -2; E: -3.0; F: 0; G: 2; H: 1; I: 1

molecule: CC(=O)c1cc(CC=C(C)C)c(O)c(CC=C(C)C)c1O
  A: -6; B: -0.5; C: 1.7; D: 6; E: -1.2; F: 3; G: -1; H: -3; I: -16

molecule: CC(C)c1ccc(/C=C/C(=O)NCc2ccc(S(N)(=O)=O)cc2)cc1
  A: 4; B: ·; C: 1.8; D: -3; E: -2.2; F: 0; G: -6; H: 1; I: -7

molecule: CCOC(=O)c1c(C)oc2ccc(O)c(CN3CCCCC3)c12
  A: 12; B: -1.2; C: 1.6; D: -8; E: -2.8; F: 5; G: 1; H: -2; I: 2

Some of the entries so far, as labelled records.
Cc1ccc(S(=O)(=O)N2CCN(C(=O)CSc3ccccn3)CC2)c(C)c1
  MazEF act: -16; BioA inh: 1.5; UGM FP inh: 0.2; GDH-TPI counter: 3; FadD28 FP inh: -0.5; Rv3671c inh: 4; PrPC surface inh: -7; FBA Mtb inh: 0; BoNT F protease: 2
COc1ccc(C(C(=O)NC2CCCC2)N(C(=O)c2csnn2)C2CC2)cc1 (stereo unspecified)
  MazEF act: 10; BioA inh: 4.6; UGM FP inh: -0.1; GDH-TPI counter: -2; FadD28 FP inh: -3.0; Rv3671c inh: 0; PrPC surface inh: 2; FBA Mtb inh: 1; BoNT F protease: 1

Carrying on.
Screens by letter – A = MazEF act; B = BioA inh; C = UGM FP inh; D = GDH-TPI counter; E = FadD28 FP inh; F = Rv3671c inh; G = PrPC surface inh; H = FBA Mtb inh; I = BoNT F protease
molecule: CCC(C)NC(=O)CSc1nc2scc(-c3ccccc3)c2c(=O)[nH]1 (stereo unspecified)
  A: -7; B: ·; C: -1.8; D: 0; E: -3.2; F: -10; G: -6; H: -1; I: -3

molecule: CCCCCCc1cc2cc(C(=O)NCc3ccccc3)c(=N)oc2cc1O
  A: -17; B: -2.5; C: 1.8; D: 14; E: -3.2; F: -9; G: 4; H: 26; I: 9

molecule: CC1(c2ccc(OC(F)F)cc2)NC(=O)N(CC(=O)Nc2ccc(S(N)(=O)=O)cc2)C1=O (stereo unspecified)
  A: 2; B: ·; C: -1.5; D: -4; E: -2.4; F: -13; G: 4; H: -1; I: -3

molecule: CCOC(=O)N1CCC(N2CCN(CCC(C)C)C(CCO)C2)CC1 (stereo unspecified)
  A: 3; B: -0.4; C: 4.5; D: 8; E: 0.3; F: 0; G: -9; H: 0; I: 2

molecule: Cc1nc2ccc(NS(=O)(=O)c3ccc(F)c(C)c3)cc2[nH]1
  A: 9; B: -1.0; C: 0.4; D: -1; E: -3.0; F: 4; G: 14; H: 1; I: -23

molecule: CC1CCN(S(=O)(=O)c2ccc3c(c2)NC(=O)CS3)CC1
  A: 0; B: 2.9; C: -1.1; D: 1; E: 1.0; F: 3; G: 10; H: -3; I: -2

Bioassay records deposited in PubChem BioAssay by several laboratories.
